# tim10-1 inh: tim10-1 yeast growth inhibition; S. cerevisiae tim10-1 ts strain growth, BacTiter-Glo, 24 h; inhibition, % at 20 µM; actives 2.2% (n = 330,000); AID 463190;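 active = inhibition of at least 40%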;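 note: mutant grown at 25 °C; 0% = DMSO wells with yeast and 100% = wells holding no yeast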
# APOBEC3A inh: human APOBEC3A DNA deaminase inhibition. inhibition, % at 20 µM. actives 0.41% (n = 330,000). P31941. recombinant A3A, FAM/TAMRA ssDNA deamination fluorescence;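 active = at least 40% inhibition at 20 µM here, with at most 30% in a related deaminase screen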;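 note: plate controls were A3A with DMSO for no effect and wells lacking A3A enzyme for full effect; some results filed as inactive read as strong as hits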
# Target sequence (P31941 whole entry, looked up): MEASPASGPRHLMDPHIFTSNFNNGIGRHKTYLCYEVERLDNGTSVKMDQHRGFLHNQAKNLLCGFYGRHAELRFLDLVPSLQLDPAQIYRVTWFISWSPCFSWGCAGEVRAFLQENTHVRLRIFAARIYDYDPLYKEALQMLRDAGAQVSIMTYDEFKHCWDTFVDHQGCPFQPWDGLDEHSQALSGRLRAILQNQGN
# mIAP activ: increases mouse intestinal alkaline phosphatase activity. AID 2805. muIAP, CDP-Star luminescence, 30 min; active compounds read high; 1 = vehicle-only enzyme signal, 0 = enzyme-free wells. actives 0.24% (n = 330,000). activation factor at 10 µM;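 active = activation factor of at least 2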; note: the source names both 10 and 20 µM as test concentration; values of inactives mirror those of a sister screen read the other way
#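 also added = chemiluminescent substrate CDP-Star | test system = mouse IAP enzyme | signal = chemiluminescence readout | compound = DMSO-dissolved test compounds | incubation = 30 min at room temperature | benchmarks = DMSO wells, no-enzyme wells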
# mIAP inh: blocks mouse intestinal alkaline phosphatase | purified mouse IAP, CDP-Star luminescence, 30 min | AID 2806 | actives 0.2% (n = 330,000) | inhibition, % at 10 µM;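 active = inhibition of at least 40% at 10 µM in the primary screen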;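 note: plate controls were DMSO with enzyme for no effect and no enzyme wells for full effect; values of inactives mirror those of a sister screen read the other way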
# hIAP block: blocks human intestinal alkaline phosphatase. actives 0.12% (n = 330,000). AID 2544. inhibition, % at 10 µM. purified IAP, CDP-Star luminescence, 30 min;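 active = inhibition reaching a set limit with compound at 10 µM in the primary screen, cut at about 35% in these data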;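 note: plate controls were DMSO wells with enzyme for no effect and no-enzyme buffer wells for full effect; values of inactives mirror those of a sister screen read the other way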
# beta cell repl: MIN6 beta-cell proliferation induction; MIN6 cells proliferation, ATPlite luminescence, 48 h; cells starved in 0.2% serum; 100% = growth in 10% serum; proliferation, % at 10 µM; actives 0.29% (n = 330,000); AID 2380;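 active = compounds whose signal lies at least 3.5 SD above the mean of all wells on their plate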;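 note: 0% = DMSO-treated cells in low-serum medium and 100% = 10% serum control; some compounds called inactive have numbers as strong as hits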
# A3G deaminase: inhibitors of human APOBEC3G DNA deaminase; AID 493012; actives 0.28% (n = 330,000); Q9HC16; inhibition, % at 20 µM; recombinant A3G, ssDNA deamination FAM/TAMRA fluorescence;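 active = inhibition of at least 40% at 20 µM, with no more than 30% in the related APOBEC3A deaminase screen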;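 note: plate controls were DMSO wells with A3G for no effect and wells lacking A3G enzyme for full effect; some compounds called inactive have numbers as strong as hits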
# Target sequence (Q9HC16 whole entry, looked up): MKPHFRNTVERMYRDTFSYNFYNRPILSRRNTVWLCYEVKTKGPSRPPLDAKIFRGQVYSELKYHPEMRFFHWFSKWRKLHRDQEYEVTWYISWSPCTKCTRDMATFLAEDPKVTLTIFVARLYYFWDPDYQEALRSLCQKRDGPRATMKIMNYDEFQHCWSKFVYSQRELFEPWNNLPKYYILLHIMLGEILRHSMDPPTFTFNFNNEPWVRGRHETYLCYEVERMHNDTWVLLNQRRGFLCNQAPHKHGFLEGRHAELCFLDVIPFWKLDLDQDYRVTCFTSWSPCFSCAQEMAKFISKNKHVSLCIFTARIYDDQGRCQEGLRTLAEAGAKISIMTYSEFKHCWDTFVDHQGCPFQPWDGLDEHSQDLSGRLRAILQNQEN
# TIM10 inh: inhibits growth of TIM10 yeast strain. AID 463195. actives 1.4% (n = 330,000). S. cerevisiae TIM10 strain growth, BacTiter-Glo luminescence, 24 h. inhibition, % at 10 µM;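 active = inhibition of 40% or more at the single tested concentration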;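 note: wild-type TIM10 isogenic control strain grown at permissive 25 °C; 0% = DMSO yeast wells and 100% = minimal medium wells without yeast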
# NLRP3 yeast inh: blocks the NALP3 inflammasome reconstituted in yeast | Yeast reconstituted NLRP3/ASC/caspase-1, beta-gal luminescence, 24 h | inhibition, % at 10 µM | actives 0.39% (n = 330,000) | AID 2825;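 active = inhibition of 50% or more; inactive = inhibition below 50%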;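 note: plate controls were induced DMSO wells for no effect and uninduced yeast grown without galactose for full effect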
# Numbers without * were called inactive.
(1) COc1cccc(N2CCN(S(=O)(=O)c3c(C)[nH]c(C)c3C(=O)N3CCCCC3)CC2)c1
(2) COc1ccccc1C(=O)N1CCN(CCNC(=O)C(=O)Nc2ccc(Br)c(C)c2)CC1
(3) O=C(Nc1ccc(Oc2ccccc2)cc1)C1CCCO1 (stereo not given)
(4) COc1ccc(C(C)=O)cc1COC(=O)CCC(=O)N(CC(C)C)c1c(N)n(CC(C)C)c(=O)[nH]c1=O
(5) Cc1cc(N2CCN(C(=O)/C=C/C(=O)O)CC2)c2ccccc2n1
(6) Cn1c(NC(=O)CCC2CCCCC2)cc(=O)n(C)c1=O
(7) COc1ccc(C2CC(C(F)(F)F)n3ncc(C(=O)NCc4cccnc4)c3N2)cc1OC (stereo not given)
(8) COc1ccc(C(=O)/C=C/Nc2ccc(S(=O)(=O)Nc3cc(OC)nc(OC)n3)cc2)c(OC)c1
(9) O=C(NCCNC(=O)c1cccc(O)c1)c1cccc(O)c1
(10) COc1ccc(S(=O)(=O)N2CCC(C(=O)NCC3CCCO3)CC2)cc1OC (stereo not given)

entry no.	1	2	3	4	5	6	7	8	9	10
tim10-1 inh	-2	2	19	13	6	13	14	20	9	6
APOBEC3A inh	-3	0	4	5	-2	1	0	-6	0	-1
mIAP activ	0.99	0.93	1.1	1.1	1	1	0.97	0.97	0.95	0.98
mIAP inh	1	7	-7	-7	-2	-1	3	3	5	2
hIAP block	-10	-30	8	-24	-20	8	17	-8	19	-9
beta cell repl	0	-1	-2	-1	1	-1	3	0	1	1
A3G deaminase	-4	0	2	-8	-3	3	1	-5	-5	-1
TIM10 inh	5	-3	15	2	-15	-13	10	6	-4	5
NLRP3 yeast inh	4	12	37	6	5	8	15	8	14	-4

(11) CCOc1ccc(CNn2cnnc2)cc1
(12) O=S(=O)(c1ccc(N2CCCC2)nc1)N1CCOCC1
(13) CS(=O)(=O)N1CCc2cc(-c3csc(NC(=O)Cc4cccs4)n3)ccc21
(14) Oc1c(C=Nc2cccc3cccnc23)sc2ccccc12
(15) COc1ccc(CCNC(=O)CC2Nc3cc(C)c(C)cc3NC2=O)cc1OC (stereo not given)
(16) Cn1c(COc2ccccc2)nnc1SCc1nc2ccccc2[nH]1
(17) Cc1cc(C(=O)OCC(=O)NC2CC2)ccc1[N+](=O)[O-]
(18) CC(=O)C1=C(C)Nc2ncnn2C1c1cccc(OCc2ccccc2)c1 (stereo not given)
(19) Cc1cccc(C)c1NC(=O)CN(C)C(=O)c1cccc(S(=O)(=O)N2CCN(C)CC2)c1
(20) CCNC(=S)NNC(=O)c1ccncc1

entry no.	11	12	13	14	15	16	17	18	19	20
tim10-1 inh	1	9	28	33	15	24	-19	11	6	-6
APOBEC3A inh	-6	-4	0	-10	3	-2	-4	4	-4	-8
mIAP activ	0.94	1	1	0.84	0.84	1.1	1.1	0.91	0.95	0.92
mIAP inh	6	-3	-5	16	16	-8	-6	9	5	8
hIAP block	-1	-3	-13	9	9	-32	-4	11	2	-10
beta cell repl	3	-2	-4	-6	0	-1	-1	2	0	0
A3G deaminase	-7	-7	-7	-25	12	-9	-7	9	-7	-10
TIM10 inh	-7	-5	24	15	8	25	2	4	-1	-10
NLRP3 yeast inh	17	22	8	47	10	-2	8	10	20	17

(21) Cc1csc(NC(C)c2nc3cc(Cl)c(Cl)cc3n2CCCO)n1 (stereo not given)
(22) CCc1cc(=O)oc2cc(OCC(=O)OC)c(Cl)cc12
(23) CN(Cc1ccc(OC(F)F)cc1)C(=O)C1CCN(S(=O)(=O)c2ccc3c(c2)OCCO3)CC1
(24) Fc1ccccc1Cc1noc(CN2CCN(C/C=C/c3ccccc3)CC2)n1
(25) Cc1cccc(-n2c(C)c(-c3ccccc3)[nH]c2=S)c1
(26) O=C(c1ccc(-c2cccc(Cl)c2)o1)N1CCN(c2ccc([N+](=O)[O-])cc2)CC1
(27) O=C1S/C(=C/c2ccccc2F)C(=O)N1CCN=C1NS(=O)(=O)c2ccccc21
(28) COc1ccc(Cl)cc1NC(=S)NCCc1c[nH]c2ccccc12
(29) COCc1cc(C)nc(SCC(=O)Nc2cccc3cccnc23)c1C#N
(30) O=C(CNC(=O)c1ccc(F)cc1)NCc1ccc(S(=O)(=O)N2CCOCC2)cc1

entry no.	21	22	23	24	25	26	27	28	29	30
tim10-1 inh	-1	13	19	12	33	24	20	39	10	1
APOBEC3A inh	-5	-2	-4	2	-11	3	0	1	1	5
mIAP activ	0.97	1	1	0.99	0.85	0.9	1.1	1.3	1.1	1
mIAP inh	3	-4	-3	1	15	10	-9	-29	-6	0
hIAP block	9	-6	-4	-1	-6	7	-2	5	4	4
beta cell repl	4	-2	-3	-4	-5	-6	0	-6	0	3
A3G deaminase	-7	-3	-6	3	-7	1	1	-9	-3	-5
TIM10 inh	-8	4	13	6	43*	13	26	38	-7	4
NLRP3 yeast inh	0	2	4	0	14	32	12	8	0	13

(31) CCN(C(=O)c1cc(Cl)ccc1OC)C1CCCCC1
(32) Cc1cc(C)c2c(c1)c1nnc(SCCN3CCCCC3)nc1n2C
(33) Cc1ccnc2nc(C(=O)OCC(=O)N3CC(C)CC(C)C3)nn12 (stereo not given)
(34) CCOC(=O)CN1C(=O)C(O)=C(C(C)=O)C1c1ccccc1 (stereo not given)
(35) Cc1cc(C)c(NC(=O)CSc2nc(=O)n(CCN3CCOCC3)c3c2CCC3)c(C)c1
(36) O=C(COc1coc(CN2CCN(c3ccccc3)CC2)cc1=O)NC1CCCC1
(37) CC(C)(C)OCC(NC(=O)C(CC(N)=O)NC(=O)OC(C)(C)C)C(=O)OC(C)(C)C (stereo not given)
(38) CCOc1ccc(NC(=O)Nc2ccccc2SC)cc1
(39) CCc1[nH]nc2c1C(c1ccc(C)o1)C(C#N)=C(N)O2 (stereo not given)
(40) COc1ccc(NC(=O)NC23CC4(C)CC(C)(CC(C)(C4)C2)C3)cc1OC

entry no.	31	32	33	34	35	36	37	38	39	40
tim10-1 inh	27	20	4	-18	4	-16	-11	9	-2	28
APOBEC3A inh	-4	9	-3	-5	-3	0	-3	0	0	-1
mIAP activ	0.9	1	0.89	1	0.95	0.98	0.93	1.2	0.98	3.9*
mIAP inh	10	-1	11	-4	5	2	7	-19	2	-294
hIAP block	7	4	0	5	-4	-5	10	-8	5	13
beta cell repl	2	-5	2	-2	-1	-2	-4	-5	-2	-6
A3G deaminase	-6	6	-9	-5	-9	-5	-7	-4	-3	-2
TIM10 inh	5	-3	1	-1	13	1	14	12	-3	18
NLRP3 yeast inh	21	6	1	7	7	16	6	23	5	18

(41) COc1ccc(NC(=O)c2nnn(CC(=O)Nc3ccc4c(c3)OCO4)c2N)cc1OC
(42) COc1ccc(NC(=O)CS(=O)CC(=O)NC2CCCc3ccccc32)cc1 (stereo not given)
(43) O=C(N/N=C/c1cc2c(c([N+](=O)[O-])c1)OCO2)c1ccncc1
(44) Nn1cnnc1SCC(=O)N(C1CCCCC1)C1CCCCC1
(45) COc1cc(S(=O)(=O)N2CCN(c3ccc(F)cc3)CC2)ccc1Cl
(46) O=C(Nc1nccs1)Oc1ccccc1
(47) CC(C)Sc1nnc(NC(=O)CCc2ccccc2)s1
(48) CC(NC(=O)C1CCCC1)C1CC2CCC1C2 (stereo not given)
(49) CCS(=O)(=O)c1nc(S(=O)(=O)c2ccc(C)cc2)c(N2CCCC(C)C2)s1 (stereo not given)
(50) CC(=O)c1ccc(NC(=O)c2cc(CC(C)C)on2)cc1

entry no.	41	42	43	44	45	46	47	48	49	50
tim10-1 inh	16	5	9	17	16	8	10	-2	38	5
APOBEC3A inh	2	-3	17	4	2	-2	3	3	-1	-3
mIAP activ	1	0.99	0.85	1	0.64	0.91	0.92	1	1	0.92
mIAP inh	0	1	15	-2	36	9	8	-5	-3	8
hIAP block	-12	-30	6	-1	0	6	-8	2	22	11
beta cell repl	9	1	0	-2	2	1	0	-3	2	4
A3G deaminase	-3	-7	3	-1	-5	-6	9	1	-2	-3
TIM10 inh	4	-23	-3	-7	15	18	13	12	32	1
NLRP3 yeast inh	-1	6	23	20	26	10	10	23	6	7

(51) O=C(O)c1cc(-c2ccc(Cl)cc2)n(-c2ccc(Cl)cc2)n1
(52) C=CCNC(=O)CN1C2CCCC1CC(NC(=O)c1ccccc1C)C2 (stereo not given)
(53) Cc1cccc(-n2ncc3c(NCc4ccccc4)ncnc32)c1
(54) COc1ccc(S(=O)(=O)N2CCOCC2)cc1C(C)C
(55) CC(=O)c1cccc(NS(=O)(=O)c2c(C)noc2C)c1
(56) Cn1ccnc1SCC(=O)Nc1ccc2c(c1)OCO2
(57) CCN(CC)S(=O)(=O)c1ccc(N/N=C/c2cccnc2)nc1
(58) Oc1ccc(/C=N/n2c(C3CCCCC3)n[nH]c2=S)c(O)c1
(59) O=C(Nc1ccncc1)c1ccc(Cl)c([N+](=O)[O-])c1
(60) CCn1cnc2sc(C(=O)Nc3ccc4c(c3)OCO4)c(C)c2c1=O
(61) CC1CCCCN1C(=O)CNCC1CCCO1 (stereo not given)
(62) Cc1noc(NS(=O)(=O)c2ccc(NC(=O)C34CC5CC(C3)CC(n3cnc(Br)n3)(C5)C4)cc2)c1C
(63) CCCOc1ccc(/C(O)=C2/C(=O)C(=O)N(CCCn3ccnc3)C2c2ccco2)cc1 (stereo not given)

entry no.	51	52	53	54	55	56	57	58	59	60	61	62	63
tim10-1 inh	29	6	-5	21	5	-22	3	40	-50	-10	-10	9	8
APOBEC3A inh	-2	-1	0	3	-8	1	-6	-1	1	-1	-5	-2	-7
mIAP activ	0.98	1.1	1.4	0.93	1	0.91	1.1	1.1	1	0.95	0.91	1	1
mIAP inh	2	-7	-38	7	0	10	-12	-5	-2	5	10	-1	-1
hIAP block	-6	3	14	13	-6	7	-15	-26	13	-4	2	-7	-13
beta cell repl	-2	0	-2	1	-2	0	-2	-4	-3	-1	1	-1	2
A3G deaminase	-7	-3	-5	-3	-8	-9	-7	12	2	-4	-11	-7	-6
TIM10 inh	4	0	10	16	22	-10	10	10	-48	-12	3	-1	-7
NLRP3 yeast inh	19	-9	18	4	8	19	-43	17	23	-2	5	6	7

# 6 entries from above, bar-delimited.
cpd | canonical_smiles | tim10-1 inh | APOBEC3A inh | mIAP activ | mIAP inh | hIAP block | beta cell repl | A3G deaminase | TIM10 inh | NLRP3 yeast inh
59 | O=C(Nc1ccncc1)c1ccc(Cl)c([N+](=O)[O-])c1 | -50 | 1 | 1 | -2 | 13 | -3 | 2 | -48 | 23
58 | Oc1ccc(/C=N/n2c(C3CCCCC3)n[nH]c2=S)c(O)c1 | 40 | -1 | 1.1 | -5 | -26 | -4 | 12 | 10 | 17
54 | COc1ccc(S(=O)(=O)N2CCOCC2)cc1C(C)C | 21 | 3 | 0.93 | 7 | 13 | 1 | -3 | 16 | 4
55 | CC(=O)c1cccc(NS(=O)(=O)c2c(C)noc2C)c1 | 5 | -8 | 1 | 0 | -6 | -2 | -8 | 22 | 8
62 | Cc1noc(NS(=O)(=O)c2ccc(NC(=O)C34CC5CC(C3)CC(n3cnc(Br)n3)(C5)C4)cc2)c1C | 9 | -2 | 1 | -1 | -7 | -1 | -7 | -1 | 6
60 | CCn1cnc2sc(C(=O)Nc3ccc4c(c3)OCO4)c(C)c2c1=O | -10 | -1 | 0.95 | 5 | -4 | -1 | -4 | -12 | -2

# Screening results as filed in PubChem.
